# Source: PubChem BioAssay
# Eya2 inh: Eya2 (human) phosphatase inhibition; recombinant Eya2, OMFP fluorescence dephosphorylation (OMFP is methylfluorescein phosphate); actives 0.006% (n = 330,000); Potency, µM (top dose mostly 76.9 µM), for inactives: at the highest dose activity, negative = inhibition, usual class: inhibitors; also: potency is read from the fitted curve at half-maximal effect; % is scaled to controls: 0 for no effect and ±100 for the full control effect
#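 Eya2 protein (added as 0.2 uM solution) was preincubated with compound for 10 min at ambient temperature in 50 mM HEPES pH 7.5, 50 mM NaCl, 5 uM MgCl2, 0.05% BSA, 1 mM DTT. OMFP (added at 50 uM) then reacted 10 min; fluorescence read at 485/525 nm.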
# BRCA1 expr act: activators of BRCA1 expression | MCF7-BRCA1-FFLuc reporter, luminescence, 48 h; response scale: scaled: vehicle 0%, 10 µM genistein 100% | Potency, µM (titrated, usually from 46.1 µM), for the others: top-dose activation, most hits filed as activators | actives 1.1% (n = 380,000) | AID 624202; also: potency is read from the fitted curve at half-maximal effect; nearly all actives have a fitted effect of over 80% in size; some results filed as inactive show a strong effect at the top dose
#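 MCF7-BRCA1-FFLuc cells, 2000/well in phenol-red-free MEM, attached 2 h then treated 48 h at 37 C. Luciferase luminescence read 15 min after reagent; normalized to genistein maximum activation (10microM) and DMSO, concentration-response fitted.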
# TRPV1 ag: human TRPV1 agonism | Q8NER1 | TRPV1-expressing cells, Fluo-8 calcium influx, agonist mode | activation, % at 8.33 µM | actives 0.19% (n = 320,000) | AID 540275; in the data active = activation above about 80%; inconclusive = between about 30% and that limit; also: 0% is about no effect
#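 TRPV1-expressing cells were cultured overnight at 35.5C and loaded with Fluo-8 calcium dye for 40 to 90 min at room temperature. After a 10 s baseline, compound was added and calcium influx was read kinetically for 3 min (ex 480/em 520 nm).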
# p53 reactivation: mutant p53 re-activation in reporter cells; H1299 p53-A138V BP100-luciferase reporter, luminescence, 24 h; Potency, µM (doses to about 92.2 µM), inactives show top-dose activity change, positive = activation, hits mostly activators; AID 504706; actives 0.063% (n = 320,000); also: potency is read from the fitted curve at half-maximal effect; % of control where 0% means no effect; nearly all actives have a fitted effect of over 45% in size
#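 p53-null H1299 cells stably carrying temperature-sensitive p53-A138V and a BP100-luciferase reporter were pinned with compounds (4-point, 1:5 series) and held 24 hrs at 37 deg C. Luminescence was read 10 min after detection reagent.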
# Integrin act MD: integrin-mediated muscular dystrophy alleviation activation. Potency, µM (titrated, usually from 38.3 µM), without a hit: at the highest dose activation, hits mostly activators. alpha7betagal myoblasts, beta-gal FDG fluorescence, 48 h. actives 0.064% (n = 350,000). AID 624291;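 also: potency is read from the fitted curve at half-maximal effect; 100% = response of the positive control SU9516; nearly all actives have a fitted effect of over 60% in size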
#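 Alpha7betagal+/- myoblasts (passage 13) were plated 16-24 hr, then exposed to compounds (1:260 dilution of DMSO stock) for 48 hours at 37C. After MPER lysis, β-galactosidase reporter activity was read as FDG fluorescence (ex 480/em 540) after 30 minutes.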
# ASM inhibitor: blocks human secretory acid sphingomyelinase; P17405; Potency, µM (doses to about 57.5 µM), for inactives: at the top dose activity change, negative = inhibition, hits mostly inhibitors; placental ASM, HMU-PC fluorogenic substrate, 60 min; actives 0.006% (n = 340,000); AID 504937; also: potency is read from the fitted curve at half-maximal effect
#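 Fluorescence read-out (Ex 386 nm, Em 447 nm) after stopping the reaction at pH 10. Enzyme: ASM from human placenta; substrate HMU-PC0, 9 uM final; 60 min, 37 °C. Compound preincubation 10 min, ambient temperature.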
# ELG1 genotox: genotoxicity induction in ELG1-luciferase HEK293T cells | HEK293T ELG1-luciferase reporter, luminescence, 16 h | Potency, µM (titrated, usually from 46 µM), without a hit: top-dose activity change, positive = activation, actives largely listed as activators | actives 1.3% (n = 330,000); also: potency is read from the fitted curve at half-maximal effect; % of control where 0% means no effect; nearly all actives have a fitted effect of over 60% in size
#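 After overnight (16 hr) compound treatment at 37 °C, ELG1-luciferase HEK293T cells were lysed with ONE-Glo; luminescence quantified 30 min later at room temperature.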
# uPA surface inh: cell surface uPA generation inhibition; actives 0.31% (n = 330,000); AID 540303; Potency, µM (highest dose often 38.3 µM), inactives show at the top dose activity change, negative = inhibition, actives largely listed as inhibitors; cell surface uPA generation assay, qHTS; active = well fitted inhibition curve with a large enough effect; inconclusive = small, poorly fitted or top-dose-only effect; inactive = no such curve, though single readings can be large or run the other way; tested in mouse RAW 264.7 cells; also: potency is read from the fitted curve at half-maximal effect; % is scaled to controls: 0 for no effect and ±100 for the full control effect; nearly all actives have a fitted effect of over 55% in size
# USP2a block: blocks human ubiquitin-specific protease USP2a. O75604. USP2 core, Ub-CHOP2 coupled fluorogenic reporter, 485/531. Potency, µM (series often up to 38.3 µM), without a hit: at the top dose activity change, negative = inhibition, usual class: inhibitors. actives 0.01% (n = 330,000);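 also: potency is read from the fitted curve at half-maximal effect; plate controls were DMSO wells for no effect and full inhibition by NEM control for full effect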
# Target sequence (O75604 whole entry, looked up): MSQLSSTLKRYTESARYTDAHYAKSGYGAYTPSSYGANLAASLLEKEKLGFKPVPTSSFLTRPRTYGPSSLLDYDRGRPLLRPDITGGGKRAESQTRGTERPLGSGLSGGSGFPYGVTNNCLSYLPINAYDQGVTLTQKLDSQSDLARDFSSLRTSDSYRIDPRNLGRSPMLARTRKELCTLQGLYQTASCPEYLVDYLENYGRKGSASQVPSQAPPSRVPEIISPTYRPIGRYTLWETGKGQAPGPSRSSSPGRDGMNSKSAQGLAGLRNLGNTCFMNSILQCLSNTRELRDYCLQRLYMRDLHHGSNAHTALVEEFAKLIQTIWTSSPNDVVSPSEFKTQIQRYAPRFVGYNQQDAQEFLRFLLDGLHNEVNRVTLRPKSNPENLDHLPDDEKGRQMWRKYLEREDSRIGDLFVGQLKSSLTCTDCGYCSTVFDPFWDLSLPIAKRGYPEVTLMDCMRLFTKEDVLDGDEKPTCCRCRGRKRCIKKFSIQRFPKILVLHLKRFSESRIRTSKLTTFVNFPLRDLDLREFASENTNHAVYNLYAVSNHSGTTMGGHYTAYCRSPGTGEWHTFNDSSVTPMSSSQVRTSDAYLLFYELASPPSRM
#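 USP2 core (10nM final) preincubated 30min RT with compound in 20mM Tris-HCl pH 8.0, 2mM CaCl2, 2mM beta-mercaptoethanol, 0.05% CHAPS; 25nM Ub-CHOP2 plus 25nM reporter substrate added, fluorescence (Ex485/Em531) read after 60min.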
# TSG101-PTAP inh: blocks PTAP/TSG101 interaction to inhibit HIV-1 budding; Q99816; Fluorescence polarization, FITC-PTAP peptide / Tsg101 binding; Potency, µM (top dose mostly 115 µM), for inactives: at the highest dose activity change, negative = inhibition, most hits filed as inhibitors; 340,000 tested, under 10 active; AID 493005; active = well fitted inhibition curve with a large enough effect in the main read-out, with a control signal flat, not every such curve was filed as active; inconclusive = small, poorly fitted or top-dose-only effect, or effect the other way, or a change in a side signal; inactive = no such curve, though single readings can be large or run the other way; also: potency is read from the fitted curve at half-maximal effect; % of control where 0% means no effect
# Target sequence (Q99816 whole entry, looked up): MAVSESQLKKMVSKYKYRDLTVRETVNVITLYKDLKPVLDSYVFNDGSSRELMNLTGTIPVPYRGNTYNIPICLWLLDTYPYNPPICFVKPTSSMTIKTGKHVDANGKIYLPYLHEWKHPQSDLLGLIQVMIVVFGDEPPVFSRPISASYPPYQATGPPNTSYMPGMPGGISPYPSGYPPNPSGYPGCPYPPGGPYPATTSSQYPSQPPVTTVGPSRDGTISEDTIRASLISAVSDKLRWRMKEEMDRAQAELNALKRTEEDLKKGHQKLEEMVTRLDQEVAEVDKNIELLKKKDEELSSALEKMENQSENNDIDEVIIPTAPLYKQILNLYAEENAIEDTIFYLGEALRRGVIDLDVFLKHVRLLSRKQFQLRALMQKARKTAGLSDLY
#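 Compounds were pin-transferred onto Tsg101 binding domain (10 uM final) in HEPES pH 7.5 buffer, then FITC-PTAP peptide was added at 50 nM final. After 20 min at RT, polarization reported peptide displacement across a qHTS concentration series.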
# B2AR arrestin: recruits beta-arrestin to the human beta2-adrenergic receptor. actives 0.02% (n = 330,000). P07550. Potency, µM (highest dose often 46.1 µM), without a hit: top-dose activation, actives largely listed as activators. beta-arrestin recruitment to beta2AR, cell-based reporter;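 also: potency is read from the fitted curve at half-maximal effect; 0% = DMSO controls and full agonism = EC100 isoproterenol or metaproterenol; nearly all actives have a fitted effect of over 65% in size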
# Starred values were filed as active, the others as inactive; ? = inconclusive; nt = no result given; [ ] = remark or other dose. Unless noted, calls follow the shape of the dose curve; as a rule, active = well fitted curve in the direction sought with a large enough effect; inconclusive = small, poorly fitted or top-dose-only effect, or another doubt; inactive = no such curve, though single readings can be large; an effect the other way counts as inactive or inconclusive.
SMILES,Eya2 inh,BRCA1 expr act,TRPV1 ag,p53 reactivation,Integrin act MD,ASM inhibitor,ELG1 genotox,uPA surface inh,USP2a block,TSG101-PTAP inh,B2AR arrestin
O=c1sc(/C=N/Nc2ccccc2)c(Cl)n1Cc1ccccc1,-13%,56%,10,?,-1%,-4%,?,2%,13%,0%,-0.6%
Cc1sc2nc(CN3CCOCC3)nc(N3CCC(C(N)=O)CC3)c2c1C,-6%,23%,1,8%,9%,8%,1%,3%,3%,-2%,-0.1%
O=C(O)[C@@H]1CCCN(S(=O)(=O)c2cccc3cccnc23)C1,-6%,-6%,2,14%,19%,4%,0%,-3%,-1%,-6%,0.2%
CCOC(=O)c1c(NC(=O)CSc2nnc(C)o2)sc(C)c1C,12%,-7%,28,-1%,-21%,2%,3%,-16%,-11%,0%,-0.2%
COc1ccc(NC(=O)CN2CCCCCC2)cc1OC,16%,14%,1,3%,-8%,0%,-1%,-2%,-8%,-1%,0.4%
Cc1ccc2c(nc3s/c(=C/c4cccs4)c(=O)n32)c1C,0%,9%,2,29%,?,0%,16µM*,3%,0%,2%,-0.5%
CC(=O)Oc1c(Cl)c(N2CCOCC2)c(OC(C)=O)c2ccccc12,17%,1%,21,24%,-37%,0%,-2%,-4%,0%,-5%,0.1%
CCc1nnc(NC(=O)CCC(=O)N2CCCC(O)C2)s1 (stereo not given),4%,-7%,1,4%,2%,1%,5%,-6%,4%,1%,-0.9%
O=C(C1CCN(S(=O)(=O)c2cccc3nsnc23)CC1)N1CCCc2ccccc21,4%,-15%,nt,3%,-33%,-4%,-6%,2%,-1%,-3%,-0.6%
COc1ccc(CNC(=O)Cn2cc(C(F)(F)F)ccc2=O)cc1OC,-22%,-12%,0,-7%,14%,3%,-3%,-2%,1%,1%,-0.4%
COc1cc(/C=C2/NC(=O)NC2=O)cc(Br)c1OCc1ccc(C(=O)O)cc1,-11%,0%,3,1%,4%,-13%,6%,7%,1%,-4%,0.2%
CC1(C)CC(=O)C(/C=N/n2cnc3ccccc3c2=O)=C(O)C1,9%,2%,0,8%,24%,5%,9%,-2%,-1%,-4%,-0.3%
O=C(/C=C/c1ccc(F)cc1)NC(=S)NNC(=O)c1cccnc1,4%,-21%,-1,5%,-1%,-3%,-1%,-3%,2%,-2%,-0.7%
CCOc1ccc2nc(NC3=NCN(Cc4ccco4)CN3)nc(C)c2c1,-8%,nt,-1,6%,nt,nt,-9%,nt,1%,nt,-0.5%
O=C(Cc1cccs1)N/N=C\c1ccc(O)cc1,2%,38%,-3,3%,16%,4%,11%,-14%,-1%,5%,-0.3%
O=C(OCc1ccccc1)/C(=C(\O)c1ccccc1Br)c1ccc(-c2ccccc2)cn1,16%,13%,-1,-1%,1%,7%,6%,7%,2%,5%,0.1%
CN(C(=O)COC(=O)c1cccnc1Cl)C1CCCCC1,10%,50%,nt,?,-6%,1%,?,2%,1%,-5%,-0.4%
CCCCNC(=O)COC(=O)c1cc2c(C)nn(-c3ccccc3)c2s1,16%[15.4 µM],7%,3,9%,24%,-2%,2%,1%,5%,-6%,0.2%
O=C(N/N=C/c1c(Cl)cccc1Cl)c1cccc(F)c1,-9%,14%,-2,7%,13%,-6%,17%,nt,1%,1%,0.0%
O=C(NCCCN1CCOCC1)c1ccc2c(c1)N(Cc1ccccc1)C(=O)c1ccccc1S2=O (stereo not given),-4%,-20%,5,-1%,-8%,3%,0%,-2%,-2%,-2%,0.5%
CCOC(=O)COc1cccc2c(=O)n(CC(=O)NCc3ccc4c(c3)OCO4)ccc12,0%,-12%,4,8%,7%,-4%,14%,1µM*,-1%,-1%,-0.4%
Cc1ccc2c(C)c(C(=O)N(Cc3ccncc3)CC3CCCO3)oc2c1C (stereo not given),2%,-12%,-2,-10%,11%,3%,1%,3%,2%,-2%,0.1%
COc1ccc(-c2c(-c3cc(OC)cc(OC)c3)n(C)c3ccc(-c4ccc(SC)cc4)cc23)cc1,-5%,15%,3,4%,1%,0%,9%,11%,-1%,-3%,0.3%
CC(Cc1ccccc1)N1CCCC1=O (stereo not given),nt,-5%,nt,nt,12%,3%,nt,5%,nt,-1%,nt
CCN(CC)S(=O)(=O)c1ccc(OC)c(NC(=O)COc2ccccc2[N+](=O)[O-])c1,-9%,27%,0,2%,1%,6%,10%,-1%,1%,-2%,-0.4%
SMILES,Eya2 inh,BRCA1 expr act,TRPV1 ag,p53 reactivation,Integrin act MD,ASM inhibitor,ELG1 genotox,uPA surface inh,USP2a block,TSG101-PTAP inh,B2AR arrestin
CC(C)C(=O)Nc1c2c(nc3ccccc13)N(C)CC2,-9%,-2%,-1,-8%,3%,229%[activator],-3%,-4%,5%,5%,-0.3%
COC(=O)CNC(=O)C1Nc2ccc(OC(F)(F)F)cc2C2C=CCC12 (stereo not given),nt,6%,nt,nt,0%,1%,nt,-1%,nt,-3%,nt
O=C(OCCN1CCCC1=O)c1cc(F)c(F)c(F)c1F,11%,-12%,1,9%,-10%,1%,1%,-2%,4%,-3%,0.0%
COc1ccccc1-c1csc2ncnc(Sc3nnnn3C)c12,22%,-20%,3,3%,nt,-4%,1%,?,1%,nt,0.0%
O=C(N/N=C\c1cc2c(cc1Cl)OCO2)c1cccs1,-2%,60%,8,33%,12%,1%,?,-11%,2%,1%,-0.2%
COC(=O)c1ccc(CNC(=O)CSC(C)C(=O)Nc2cc(C)on2)cc1 (stereo not given),-13%,5%,0,1%,0%,-1%,2%,-22%,0%,-4%,0.4%
Cc1cc(C)n(CCCNC(=O)c2ccc(C)c(S(=O)(=O)N3CCOCC3)c2)n1,-2%,-17%,2,0%,-3%,nt,-4%,9%,3%,-2%,-0.2%
CCCCNC(=O)Nc1ncn[nH]1,-5%,-3%,-5,5%,1%,2%,0%,18%,1%,-3%,-0.6%
OC(CSc1ccccc1Cl)CN1CCN(c2ccccc2F)CC1 (stereo not given),-9%,1%,1,-6%,-5%,-1%,-2%,nt,4%,-2%,0.1%
O=C1C2CCCN2C(c2ccc(Br)cc2)N1c1ccc(F)cc1 (stereo not given),-3%,-12%,-4,-1%,-28%,2%,1%,11%,4%,-1%,-0.4%
Cc1ccc(-n2c(C)cc(C=C3C(=O)CC(C)(C)CC3=O)c2C)cc1,-5%,-2%,0,-3%,0%,6%,-1%,4%,0%,0%,-1.7%
O=C(O)CNC(=O)c1ccc(NC(=O)/C(=C/c2ccccc2)NC(=O)c2ccco2)cc1,-14%,16%,0,-5%,25%,3%,1%,3%,2%,-4%,0.4%
COc1ccc(C2=NCC(CSc3nnnn3C)S2)cc1 (stereo not given),-10%,-34%,2,26%,-49%[inhibitor],3%,?,-10%,-1%,-4%,0.3%
Cc1ccc(OCC(=O)Oc2c(C)cccc2C)cc1,-4%,20%,2,nt,18%,-2%,1%,8%,-1%,-6%,-1.0%
CCC(=O)Nc1ccc(C(=O)CSc2nc(N)cc(N)n2)cc1,-14%,-4%,-2,-3%,5%,-3%,0%,-1%,-13%,-4%,-0.2%
CCCCN1C(=O)C(NC(C)=O)c2cc(Br)ccc21 (stereo not given),-22%,-15%,21,2%,8%,0%,-3%,-1%,-2%,-11%,-1.0%
O=C(O)c1ncsc1-c1ccccc1,-16%,4%,-1,-3%,12%,1%,-8%,-2%,6%,-8%,0.0%
CC1(c2nnc(-c3ccncc3)o2)CC(c2cccc(Cl)c2)=NO1 (stereo not given),nt,-1%,nt,nt,-3%,1%,nt,7%,nt,-3%,nt
O=C1C=C(c2ccc(Cl)nc2)C[C@@H](c2ccc3c(c2)OCO3)C1,6%,6%,26,7%,3%,-7%,5%,9%,-5%,-1%,0.2%
CC(=O)Nc1ccc(NC(=O)[C@@H](NC(=O)c2cccc(C)c2)C(C)C)cc1,3%,-8%,0,1%,5.6µM*,4%,8%,3%,?,-5%,-0.7%
CCOc1cc(C(N)=O)cc(OCC)c1OCC,1%,0%,0,0%,-9%,-2%,-1%,2%,-1%,-2%,-0.1%
COc1ccc(CNC(=O)c2ccc(CS(=O)c3ccccc3)o2)cc1 (stereo not given),0%,0%,2,-3%,-4%,8%,-1%,-2%,3%,1%,-0.9%
Cc1cccc(Nc2nnc(SC/C(O)=C(\C#N)c3nc4ccccc4[nH]3)s2)c1,4%,-44%,-2,-1%,2%,17%,1%,2%,-12%,1%,0.0%

# uPA surface inh: entries above that show a hit.
smiles | Eya2 inh | TRPV1 ag | p53 reactivation | Integrin act MD | ASM inhibitor | uPA surface inh | USP2a block | TSG101-PTAP inh | B2AR arrestin
CCOC(=O)COc1cccc2c(=O)n(CC(=O)NCc3ccc4c(c3)OCO4)ccc12 | 0% | 4 | 8% | 7% | -4% | 1µM* | -1% | -1% | -0.4%
